GRP78 ERSR act = inducers of ER stress response in human glioma cells | U87-MG GRP78 promoter luciferase reporter, 16 h | Potency, µM, without a hit: at the top dose activation, hits mostly activators | 420,000 compounds, 0.02% hits; also: potency is read from the fitted curve at half-maximal effect; series mostly up to about 76 µM; % of control where 0% means no effect; nearly all actives have a fitted effect of over 35% in size
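ERSR induction read as luciferase luminescence (Bright-Glo, 10 min at room temperature) in stably transfected human U87-MG glioma cells exposed to compounds for 16 h, using GRP78 as sensor.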
Pol eta inh = DNA polymerase eta (human) inhibition | recombinant Pol eta, fluorescent DNA replication assay | Potency, µM (highest dose often 114 µM), for the others: top-dose activity change, negative = inhibition, usual class: inhibitors | 390,000 compounds, 1.2% hits; also: potency is read from the fitted curve at half-maximal effect; % is scaled to controls: 0 for no effect and ±100 for the full control effect
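Pol eta at 10 nM preincubated with compounds 15 min at room temperature; reaction started with fluorescent substrate (50 nM final) and read kinetically at 0 and 10 min.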
APE1 inh = inhibitors of human APE1 endonuclease | P27695 | recombinant APE1, TAMRA/BHQ-2 abasic DNA cleavage fluorescence | Potency, µM (series often up to 65.8 µM), without a hit: at the top dose activity change, negative = inhibition, most hits filed as inhibitors | 350,000 compounds, 0.35% hits;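 also: potency is read from the fitted curve at half-maximal effect; plate controls were vehicle for no effect and reference inhibitor for full effect; nearly all actives have a fitted effect of over 55% in size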
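Compound pre-exposure to 0.75 nM APE1, 15 min at ambient temperature. Reaction initiated with 50 nM TAMRA/BHQ-2 THF substrate, read immediately in kinetic mode, 525 nm excitation, 598 nm emission.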
POLK inh = inhibitors of human DNA polymerase kappa. Q9UBT6. purified Pol kappa, fluorescent DNA synthesis assay, 10 min. Potency, µM (series often up to 107 µM), for inactives: at the highest dose activity, negative = inhibition, actives largely listed as inhibitors. 400,000 compounds, 0.53% hits. AID 588579; also: potency is read from the fitted curve at half-maximal effect; % is scaled to controls: 0 for no effect and ±100 for the full control effect
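First, compounds were pin-transferred onto 10 nM Pol kappa. After 15 min at room temperature, substrate was added to 50 nM final. Fluorescence was then measured kinetically at 0 and 10 min.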
LDHA inh = LDHA (human) enzyme inhibition. activity change, % (values are at about 110 or 230 µM). purified LDHA, NADH/diaphorase-resazurin fluorescence; hits give low values. AID 1347041. P00338. 480,000 compounds, 0.15% hits; in the data active = activity change below about -30%; inconclusive = mostly about -25% to -30%;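 also: plate controls were DMSO wells for no effect and wells without enzyme for full effect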
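Resorufin fluorescence (ex540/em590), read at 0 and 20 min after diaphorase/resazurin addition, reports the NADH left after a 5 min room-temperature reaction of 2 nM human LDH5 with 0.06 mM NADH and 0.2 mM pyruvate.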
Pol iota inh = blocks human DNA polymerase iota activity; Pol iota fluorescent replication assay, 10 min; Potency, µM (highest dose often 115 µM), for the others: at the highest dose activity, negative = inhibition, most hits filed as inhibitors; 390,000 compounds, 1% hits; Q9UNA4; also: potency is read from the fitted curve at half-maximal effect
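Fluorescent replication assay read twice, at 0 min and 10 min after adding 50 nM (final) substrate. Enzyme (10 nM) and compounds were first incubated 15 min at room temperature; enzyme-free buffer wells were negative controls.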
Pol beta inh = blocks human DNA polymerase beta activity. P06746. Pol beta primer extension/strand displacement, fluorescence kinetic. Potency, µM (highest dose often 114 µM), for inactives: top-dose activity change, negative = inhibition, most hits filed as inhibitors. 340,000 compounds, 1.3% hits; also: potency is read from the fitted curve at half-maximal effect; % is scaled to controls: 0 for no effect and ±100 for the full control effect
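Enzyme-only controls used 10 nM Pol beta; buffer lacking enzyme served as negative control. Compound preincubated 15 min, then 50 nM substrate added; 0 and 10 min reads at room temperature.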
BLM helicase inh = inhibitors of human Bloom syndrome helicase BLM. P54132. recombinant BLM DNA unwinding, fluorescence dequenching. Potency, µM (highest dose often 56.1 µM), for the others: at the top dose activity change, negative = inhibition, usual class: inhibitors. 350,000 compounds, 0.2% hits;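 also: potency is read from the fitted curve at half-maximal effect; plate controls were vehicle for no effect and no enzyme for full effect; nearly all actives have a fitted effect of over 35% in size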
Target sequence (P54132 whole entry, looked up): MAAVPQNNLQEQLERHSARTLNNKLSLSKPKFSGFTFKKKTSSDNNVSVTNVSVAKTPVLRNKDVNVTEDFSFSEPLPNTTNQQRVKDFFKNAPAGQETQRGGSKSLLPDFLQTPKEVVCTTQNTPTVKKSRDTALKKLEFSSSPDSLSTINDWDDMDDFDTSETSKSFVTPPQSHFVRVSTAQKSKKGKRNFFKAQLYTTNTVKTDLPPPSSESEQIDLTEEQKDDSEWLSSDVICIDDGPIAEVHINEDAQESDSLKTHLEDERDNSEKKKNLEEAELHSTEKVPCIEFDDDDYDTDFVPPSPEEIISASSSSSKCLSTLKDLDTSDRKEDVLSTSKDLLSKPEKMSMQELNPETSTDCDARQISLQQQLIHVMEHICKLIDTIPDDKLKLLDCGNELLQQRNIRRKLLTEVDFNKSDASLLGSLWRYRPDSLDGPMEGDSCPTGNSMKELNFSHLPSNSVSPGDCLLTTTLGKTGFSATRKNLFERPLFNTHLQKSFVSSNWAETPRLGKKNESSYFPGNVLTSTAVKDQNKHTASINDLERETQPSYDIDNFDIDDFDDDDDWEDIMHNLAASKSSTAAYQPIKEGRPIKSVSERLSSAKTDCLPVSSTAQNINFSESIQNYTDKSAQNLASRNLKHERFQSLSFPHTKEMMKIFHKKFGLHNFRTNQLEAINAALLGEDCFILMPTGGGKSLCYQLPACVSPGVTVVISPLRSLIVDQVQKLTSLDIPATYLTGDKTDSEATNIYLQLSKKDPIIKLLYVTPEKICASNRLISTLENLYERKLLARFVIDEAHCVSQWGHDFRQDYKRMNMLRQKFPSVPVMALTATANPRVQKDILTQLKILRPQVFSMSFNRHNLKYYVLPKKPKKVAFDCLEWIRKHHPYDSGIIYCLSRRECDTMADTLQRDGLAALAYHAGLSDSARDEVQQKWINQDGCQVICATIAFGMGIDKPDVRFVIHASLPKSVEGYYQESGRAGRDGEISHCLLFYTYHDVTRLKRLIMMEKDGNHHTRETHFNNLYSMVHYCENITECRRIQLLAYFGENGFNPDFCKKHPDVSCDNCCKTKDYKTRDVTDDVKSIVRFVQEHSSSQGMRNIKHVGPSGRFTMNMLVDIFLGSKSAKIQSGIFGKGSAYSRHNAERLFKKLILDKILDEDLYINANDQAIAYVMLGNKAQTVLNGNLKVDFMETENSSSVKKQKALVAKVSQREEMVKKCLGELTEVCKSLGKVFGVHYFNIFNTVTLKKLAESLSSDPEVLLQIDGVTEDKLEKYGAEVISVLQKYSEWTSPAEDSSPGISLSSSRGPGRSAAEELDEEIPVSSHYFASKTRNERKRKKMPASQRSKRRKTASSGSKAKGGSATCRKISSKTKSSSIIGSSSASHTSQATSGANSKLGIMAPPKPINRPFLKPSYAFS
Apoferritin bind = binds horse apoferritin like a general anesthetic | P02791 | 350,000 compounds, 0.074% hits | Potency, µM (series often up to 77.5 µM), inactives show at the highest dose activity change, negative = displacement, actives largely listed as inhibitors | apoferritin/1-aminoanthracene competitive binding, fluorescence | AID 485281; also: potency is read from the fitted curve at half-maximal effect; % is scaled to controls: 0 for no effect and ±100 for the full control effect; nearly all actives have a fitted effect of over 20% in size
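Read-out: endpoint 1-AMA fluorescence, excitation 380 nm and emission 535 nm, after compounds sit 10 min at room temperature with 10 uM horse-spleen apoferritin in 50% saturated 1-AMA/PBS. Values come from four-parameter Hill fits.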
Active calls of the source: *; & = joins results of further samples; [ ] = dose if it differs, or a comment. Unless noted, calls follow the shape of the dose curve; as a rule, active = well fitted curve in the direction sought with a large enough effect; inconclusive = small, poorly fitted or top-dose-only effect, or another doubt; inactive = no such curve, though single readings can be large; an effect the other way counts as inactive or inconclusive. Some of the compounds tested; rates above refer to the full screens.

Cc1cc(C)nc(N2CCC(C(=O)NCc3ccco3)CC2)n1 was read as GRP78 ERSR act -2%, Pol eta inh -14%, APE1 inh 0%, POLK inh 10%, LDHA inh -8, Pol iota inh 9%, Pol beta inh 2%, BLM helicase inh -1% and Apoferritin bind -4%.
`CN(C(=O)CSc1nnc(-c2c[nH]c3ccccc23)n1C1CC1)C1CCS(=O)(=O)C1` (stereo unspecified) gave GRP78 ERSR act -6%, Pol eta inh -7%, APE1 inh 7%, POLK inh -8%, LDHA inh -2 and Pol iota inh 14%.
O=C1C(=O)N(Cc2ccncc2)C(c2cccc(O)c2)/C1=C(\O)c1ccc2c(c1)OCCO2 (stereo unspecified) was read as GRP78 ERSR act 6%, Pol eta inh 0%, APE1 inh 54%[activator], POLK inh -15%, LDHA inh -3, Pol iota inh inconclusive, Pol beta inh 6%, BLM helicase inh 8% and Apoferritin bind -2%.
Screening CC(C(=O)OCC(=O)c1cccc([N+](=O)[O-])c1)N1C(=O)C2C3C=CC(C3)C2C1=O (stereo unspecified) returned GRP78 ERSR act 0%, Pol eta inh -14%, APE1 inh 11%, POLK inh -1%, LDHA inh -1, Pol iota inh -17%, Pol beta inh 37%, BLM helicase inh -6% and Apoferritin bind -3%.
COc1ccc(CCNC2CC(=O)N(C3CCCCC3)C2=O)cc1OC (stereo unspecified) was read as GRP78 ERSR act -2%, Pol eta inh -8%, APE1 inh 7%, POLK inh -10%, LDHA inh -4, Pol iota inh 64%[activator], Pol beta inh 12%, BLM helicase inh 0% and Apoferritin bind -11%.
Screening Cc1[nH]c2ccccc2c1CN1CCC(CO)(Cc2ccccc2)CC1 returned GRP78 ERSR act -5%, Pol eta inh -19%, APE1 inh 1%, POLK inh -2%, LDHA inh 0, Pol iota inh 0%, Pol beta inh inconclusive, BLM helicase inh -7% and Apoferritin bind -14%.
Cc1cccc(C)c1NC(=O)CCCN1C(=O)CCn2nc(-c3cn(C)c4ccccc34)cc21 was read as GRP78 ERSR act -4%, Pol eta inh -16%, POLK inh -11%[60.1 µM], LDHA inh 1, Pol iota inh -11%, Pol beta inh 19%, BLM helicase inh -2% and Apoferritin bind -23%.
`COc1ccc(-c2ccccc2NC(=O)C2CCCN(Cc3ccco3)C2)cc1` (stereo unspecified) gave GRP78 ERSR act -5%, Pol eta inh -23%, APE1 inh 27%, POLK inh -12%, LDHA inh -2, Pol iota inh 5%, Pol beta inh 0%, BLM helicase inh -2% and Apoferritin bind -10%.
For C=CCn1c(Cc2cccc3ccccc23)n[nH]c1=S the results were GRP78 ERSR act 1%, Pol eta inh -15%, APE1 inh 2%, POLK inh -12%, LDHA inh 1, Pol iota inh 2%, Pol beta inh 3%, BLM helicase inh -2% and Apoferritin bind inconclusive.
CCN1CCN(C(=O)c2cc(COc3c(C)cccc3C)on2)CC1 was read as GRP78 ERSR act 2%, Pol eta inh -12%, APE1 inh -9%, POLK inh 2%, LDHA inh -2, Pol iota inh 27%, Pol beta inh 34%, BLM helicase inh -1% and Apoferritin bind -7%.
CC1CCC(NC(=O)c2cc(S(=O)(=O)N3CCCCC3)ccc2N2CCOCC2)CC1 (stereo unspecified) was read as GRP78 ERSR act -1%, Pol eta inh -13%, APE1 inh 17%, POLK inh -5%, LDHA inh -1 and Pol iota inh -6%.
C#CCOCCOCCOCCNc1nc(N2CCN(C(=O)[C@H](CCCCN)n3cc([C@@H](N)CC(C)C)nn3)CC2)nc(N2CCN(C(=O)[C@H](Cc3ccc(O)cc3)n3cc([C@@H](N)CC(C)C)nn3)CC2)n1 was read as GRP78 ERSR act -1%, Pol eta inh 1%, APE1 inh 3%, POLK inh -1%, LDHA inh -5, Pol iota inh inconclusive, Pol beta inh 12%, BLM helicase inh 29% and Apoferritin bind -10%.
For Cc1oc2nc(SCC(=O)N3CCCCC3)nc(N)c2c1C the results were GRP78 ERSR act 0%, Pol eta inh -14%, APE1 inh -1%, POLK inh -10%, LDHA inh 0, Pol iota inh 15%, Pol beta inh 2%, BLM helicase inh -1% and Apoferritin bind -4%.
`CC1CC(C)CN(S(=O)(=O)c2ccc(C(=O)N3CC(C)OC(C)C3)cc2)C1` (stereo unspecified) gave GRP78 ERSR act -3%, Pol eta inh -17%, APE1 inh -1%, POLK inh -11%, LDHA inh -3, Pol iota inh 29%, Pol beta inh 6%, BLM helicase inh -1% and Apoferritin bind -5%.
`Cc1nn(Cc2ccccc2Cl)c(Cl)c1C(=O)NCCc1ccccc1` gave GRP78 ERSR act -3%, Pol eta inh -4%, APE1 inh -1%, POLK inh 0%, LDHA inh -1, Pol iota inh 3%, Pol beta inh 5%, BLM helicase inh -7% and Apoferritin bind -6%.
For Cc1cccc(C)c1NC(=O)CCCCCC1NC(=O)NC1C (stereo unspecified) the results were GRP78 ERSR act -4%, Pol eta inh -17%, APE1 inh 24%, POLK inh -11%, LDHA inh -6, Pol iota inh 71%[activator], Pol beta inh 1%, BLM helicase inh -2% and Apoferritin bind 0%.
`CCOCCCNC(=O)CN1C(=O)/C(=C/c2ccccc2C)Sc2ccccc21` gave GRP78 ERSR act -4%, Pol eta inh -9%, APE1 inh -8%, POLK inh 2%[60.1 µM], LDHA inh 2, Pol iota inh 12%, Pol beta inh -20%, BLM helicase inh -9% and Apoferritin bind -8%.
For COc1ccccc1CNC(=O)CSC1=NCCS1 the results were GRP78 ERSR act -1%, Pol eta inh -20%, APE1 inh 0%, POLK inh -3%, LDHA inh -4, Pol iota inh inconclusive, Pol beta inh -1%, BLM helicase inh -4% and Apoferritin bind -10%.
Screening CCOC(=O)C1=C(Cc2ccc(OC)cc2)C(=O)c2ccccc2C1=O returned GRP78 ERSR act inconclusive, Pol eta inh inconclusive, APE1 inh inconclusive, POLK inh -13%, LDHA inh 49, Pol iota inh inconclusive, Pol beta inh 0%, BLM helicase inh -14% and Apoferritin bind inconclusive.
Cn1ncc(C(N)=O)c1NC(=S)NC(=O)c1ccc(Br)o1 was read as GRP78 ERSR act -1%, Pol eta inh inconclusive, APE1 inh -5%, POLK inh -14%, LDHA inh -2, Pol iota inh 9%, Pol beta inh inconclusive, BLM helicase inh -1% and Apoferritin bind -3%.
`CC(=O)Nc1ccc(S(=O)(=O)N2CN(c3ccc(C)cc3)c3nc4ccccc4nc32)cc1` gave GRP78 ERSR act -1%, Pol eta inh -9%, POLK inh -2%, LDHA inh -3 and Pol iota inh 6%.
COc1ccc(N2CC(C(=O)Nc3nc4ccc(F)cc4s3)CC2=O)c(OC)c1 (stereo unspecified) was read as GRP78 ERSR act 0%, Pol eta inh -15%, APE1 inh -8%, POLK inh -14%, LDHA inh -7, Pol iota inh 3%, Pol beta inh 15%, BLM helicase inh 2% and Apoferritin bind -20%.
`Cc1ccc(OCC(=O)Nc2cc(-c3nc4ccccc4[nH]3)ccc2C)c(C)c1` gave GRP78 ERSR act 2%, Pol eta inh -6%, POLK inh -15%, LDHA inh -2, Pol iota inh -2%, Pol beta inh 3%, BLM helicase inh -13% and Apoferritin bind -15%.
Screening NC(=O)c1ccccc1N/C=C/C(=O)c1ccc(Cl)cc1Cl returned GRP78 ERSR act -11%, Pol eta inh -2%, APE1 inh 0%, POLK inh -11%, LDHA inh -8, Pol iota inh 56%[activator], Pol beta inh 2%, BLM helicase inh -3% and Apoferritin bind -6%.

Quoted at random: 2 compounds from above
`CC1CC(C)CN(S(=O)(=O)c2ccc(C(=O)N3CC(C)OC(C)C3)cc2)C1` (stereo unspecified) gave GRP78 ERSR act -3%, Pol eta inh -17%, APE1 inh -1%, POLK inh -11%, LDHA inh -3, Pol iota inh 29%, Pol beta inh 6%, BLM helicase inh -1% and Apoferritin bind -5%.
`CC(=O)Nc1ccc(S(=O)(=O)N2CN(c3ccc(C)cc3)c3nc4ccccc4nc32)cc1` gave GRP78 ERSR act -1%, Pol eta inh -9%, POLK inh -2%, LDHA inh -3 and Pol iota inh 6%.

The results go on.
For Cc1ccc2nc(-c3cccc(NS(C)(=O)=O)c3)cc(-c3ccccc3)c2c1 the results were GRP78 ERSR act -8%, Pol eta inh -19%, APE1 inh 4%, POLK inh -18%, LDHA inh 0, Pol iota inh 5%, Pol beta inh -4%, BLM helicase inh 1% and Apoferritin bind -15%.
COc1cccc(CNC(=O)C(NS(=O)(=O)c2ccc3nc(C)sc3c2)C(C)C)c1 (stereo unspecified) was read as GRP78 ERSR act -3%, Pol eta inh -15%, POLK inh -4%, LDHA inh 1, Pol iota inh 42%[activator], Pol beta inh 14%, BLM helicase inh -2% and Apoferritin bind -5%.
Screening COc1ccc(CCCC(=O)O)c(C)c1 returned GRP78 ERSR act -3%, Pol eta inh -7%, APE1 inh 12%, POLK inh -24%, LDHA inh -6, Pol iota inh 6%, Pol beta inh 28%, BLM helicase inh -8% and Apoferritin bind 2%.
For Cc1ccc(OCc2nc(-c3ccc(C(=O)N4CCN(c5ccc(Cl)cc5)CC4)cc3)oc2C)cc1 the results were GRP78 ERSR act -3%, Pol eta inh -12%, POLK inh -1%, LDHA inh 0, Pol iota inh 0%, Pol beta inh 4%, BLM helicase inh -6% and Apoferritin bind -6%.
Screening Cc1ccc(NC(=O)C2CCCN(S(=O)(=O)c3cccc4nonc34)C2)cc1 (stereo unspecified) returned GRP78 ERSR act -1%, Pol eta inh -7%, APE1 inh 9%, POLK inh -10%, LDHA inh -12, Pol iota inh 29%, Pol beta inh 53%, BLM helicase inh 1% and Apoferritin bind -2%.
For Oc1cc(NCc2ccc(F)cc2)cc2cccnc12 the results were GRP78 ERSR act inconclusive, Pol eta inh -14%, APE1 inh 61%&0%[activator], POLK inh -6%, LDHA inh 12 and Pol iota inh 77%[activator].
CC(=O)Cc1nsc(NC(=O)c2ccc(-c3cccc(C(F)(F)F)c3)o2)n1 was read as GRP78 ERSR act 0%, Pol eta inh 7%, APE1 inh -6%, POLK inh 4%, LDHA inh -6, Pol iota inh 5%, Pol beta inh -2%, BLM helicase inh -2% and Apoferritin bind -1%.
